Bioassay records from PubChem BioAssay.
TDP1 inh: inhibitors of human tyrosyl-DNA phosphodiesterase TDP1. recombinant TDP1, AlphaScreen DNA substrate cleavage. Potency, µM (highest dose often 130 µM), for inactives: top-dose activity change, negative = inhibition, most hits filed as inhibitors. 0.28% of 350,000 active. AID 485290; also: nearly all actives have a fitted effect of over 40% in size
Target sequence (Q9NUW8 whole entry, looked up): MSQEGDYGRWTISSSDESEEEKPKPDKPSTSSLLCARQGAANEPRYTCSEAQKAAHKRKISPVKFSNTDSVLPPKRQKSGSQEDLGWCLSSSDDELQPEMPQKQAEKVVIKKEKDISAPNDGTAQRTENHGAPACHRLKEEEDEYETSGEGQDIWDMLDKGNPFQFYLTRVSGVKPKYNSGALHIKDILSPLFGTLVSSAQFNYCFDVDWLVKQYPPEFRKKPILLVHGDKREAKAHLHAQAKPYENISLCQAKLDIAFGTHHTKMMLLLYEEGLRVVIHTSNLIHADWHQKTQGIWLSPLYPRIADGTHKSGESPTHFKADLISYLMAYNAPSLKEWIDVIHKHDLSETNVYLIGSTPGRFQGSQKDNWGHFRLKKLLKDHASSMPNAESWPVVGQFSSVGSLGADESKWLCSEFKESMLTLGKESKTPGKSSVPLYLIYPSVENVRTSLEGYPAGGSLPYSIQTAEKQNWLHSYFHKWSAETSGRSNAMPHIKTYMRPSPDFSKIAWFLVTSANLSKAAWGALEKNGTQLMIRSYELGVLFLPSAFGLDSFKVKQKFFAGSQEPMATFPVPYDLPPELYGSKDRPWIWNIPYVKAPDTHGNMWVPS
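Signal: AlphaScreen proximity between streptavidin donor and anti-FITC acceptor beads on intact substrate. Reaction: Tdp1 1 nM, substrate 15 nM final, 5 min RT after 15 min compound preincubation.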
TDP1 cell noCPT: qHTS for Inhibitors of human tyrosyl-DNA phosphodiesterase 1 (TDP1): qHTS in cells in absence of CPT. DT40 Tdp1-/- hTDP1 cells, no CPT, ATP luminescence, 48 h. Potency, µM (highest dose often 46.2 µM), inactives show at the highest dose activity change, negative = growth inhibition, usual class: inhibitors. 15% of 420,000 active; also: nearly all actives have a fitted effect of over 55% in size
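Chicken DT40 Tdp1-/- cells complemented with human TDP1, screened without camptothecin (DMSO vehicle only), 400 cells/well. Compounds pin-transferred, cells incubated at 37 °C for at least 48 hr. Growth read as ATP-dependent luminescence (CellTiter-Glo, 30 min at RT).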
N370S GC: inhibits or activates N370S mutant glucocerebrosidase. AID 2101. Potency, µM (top dose mostly 59.4 µM), without a hit: at the highest dose activity change, negative = inhibition, usual class: inhibitors. 0.092% of 330,000 active. N370S GC spleen homogenate, 4MU-glucoside fluorescence;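 also: 0% = full enzyme activity and -100% = no enzyme basal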
* marks the source's active call; other numbers are inactive results; ? = inconclusive; . = no result given; & = joins results of further samples; [ ] = another dose, or the depositor's remark. Calls follow the shape of the dose curve; as a rule, active = well fitted curve in the direction sought with a large enough effect; inconclusive = small, poorly fitted or top-dose-only effect, or another doubt; inactive = no such curve, though single readings can be large; an effect the other way counts as inactive or inconclusive. Unless noted, % is scaled to controls: 0 for no effect and ±100 for the full control effect; potency is read from the fitted curve at half-maximal effect.

structure	TDP1 cell noCPT	TDP1 inh	N370S GC
Cc1ccc(S(=O)(=O)CCC(=O)OCC(=O)NCc2ccc(Cl)cc2)cc1	1%	5%	7%
C=CC(=O)OCCOCCOC(=O)C=C	.	6%	-8%
Cc1ccc(O)c(-c2cc(C(F)(F)F)[nH]n2)c1	?	2%	17%
Cc1ccc(SCc2cc(=O)n3ccsc3n2)c(C)c1	.	-1%	8%
CO/N=C(\C)C(Cc1ccc(Cl)nc1)Cc1ccc(Cl)nc1	-15%	.	-6%
O=C(NC(NC(=S)Nc1ccccc1C(=O)O)C(Cl)(Cl)Cl)c1ccco1 (configuration not stated)	-2%	-6%	0%
COC(=O)c1ccc(Cl)c(NC(=O)CN(c2ccc3c(c2)OCO3)S(C)(=O)=O)c1	1%	4%	7%
Cc1ccc(CN2C(=O)C3CCCN3c3ccc(S(=O)(=O)N4CCOCC4)cc32)cc1 (configuration not stated)	.	4%	-11%
COc1ccc(-c2nnc(Nc3nc4c(OC)cccc4s3)o2)cc1	18µM*	-8%	23%
Cn1cnnc1SCC(=O)N1CCN(C(=O)c2ccco2)CC1	-1%	-1%	-2%
CC(C)NCC(O)COc1ccc(CCOCC2CC2)cc1 (configuration not stated)	-25%&-21%	5%	8%&-4%&3%&-20%&-9%
CCOc1cc2[nH]c(=O)n(CCCCCC(=O)NC3CCCC3)c(=O)c2cc1OCC	-9%	0%	2%
Nc1cc(N2CCCC2)c(Cl)cc1[N+](=O)[O-]	?	9%	15%
CCC(NC(=O)c1[nH]c(C)c(C(C)=O)c1C)c1ccc(Br)cc1 (configuration not stated)	15µM*	7%	-3%
CCOc1ccc(Br)cc1S(=O)(=O)NC1CC(C)(C)NC(C)(C)C1	2%	.	-1%

Filtered by structure: those above with bromine.
structure	TDP1 cell noCPT	TDP1 inh	N370S GC
CCC(NC(=O)c1[nH]c(C)c(C(C)=O)c1C)c1ccc(Br)cc1 (configuration not stated)	15µM*	7%	-3%
CCOc1ccc(Br)cc1S(=O)(=O)NC1CC(C)(C)NC(C)(C)C1	2%	.	-1%

(listing goes on)
structure	TDP1 cell noCPT	TDP1 inh	N370S GC
N/C(COc1cc(Cl)cc(Cl)c1)=N\O	-22%	.	0%
CCC(=O)OCCNc1cc(Sc2nc3ccccc3[nH]2)c2nonc2c1[N+](=O)[O-]	2.9µM*	-6%	-2%
CC(=O)c1cccc(N(CC(=O)Nc2ccccc2F)S(C)(=O)=O)c1	-9%	3%	1%
Cc1cccc(NC(=O)C2Cc3ccccc3CN2C(=O)OCc2ccccc2)c1C (configuration not stated)	?	1%	?
COc1ccc([N+](=O)[O-])cc1NC(=O)COC(C)=O	7%	-1%	4%
COc1ccc(-c2nnn(CC#N)n2)cc1OC	14%	5%	-11%
Cc1ccc(Cc2nc(-c3cccc(C)c3)no2)cc1	-22%	?	-2%
CC(C)Oc1ccccc1-c1cc(C(=O)N/N=C/c2cccnc2)c2ccccc2n1	?	4%	21%
COCCNC(=S)N/N=C(\C)c1ccc(-n2ccnc2)cc1	3.5µM*	9%	3%
N#CC(=NCc1cccnc1)C1=C(O)c2ccccc2C1=O	-15%	11%	4%
COc1ccc(C(=O)/C=C/c2ccc(OC)c(COc3ccccc3F)c2)cc1	?	1%	27%
CCN(CCn1cccn1)C(=O)c1cc(COc2cc(C)ccc2C)on1	?	1%	-7%
O=C(NNC(=O)C12CC3CC(CC(C3)C1)C2)c1cnccn1	?	3%	-16%
c1ccc(-c2nc(NCCCn3ccnc3)c3ccccc3n2)cc1	-18%	9%	-5%
CCCCNC(=S)NNC(=O)c1cc(-c2cccnc2)nc2ccccc12	-16%	7%	-16%

Compounds from the list above that contain fluorine, in the order listed:
structure	TDP1 cell noCPT	TDP1 inh	N370S GC
Cc1ccc(O)c(-c2cc(C(F)(F)F)[nH]n2)c1	?	2%	17%
CC(=O)c1cccc(N(CC(=O)Nc2ccccc2F)S(C)(=O)=O)c1	-9%	3%	1%
COc1ccc(C(=O)/C=C/c2ccc(OC)c(COc3ccccc3F)c2)cc1	?	1%	27%

Other structures.
structure	TDP1 cell noCPT	TDP1 inh	N370S GC
Cc1onc(-c2ccccc2)c1C(=O)Nc1sc2c(c1C#N)CCC(C)C2 (configuration not stated)	?	3%	11%
COC(=O)c1cccc(-n2c(CCC(=O)O)ccc2-c2cccs2)c1	6%&-6%	7%&1%	-5%
O=C1CNC(=S)N1CCc1ccc(O)c(O)c1	?	.	-11%
Cc1cc(C(=O)COC(=O)c2ccc[nH]c2=O)c(C)n1-c1ccc(F)cc1	?	2%	-1%
Clc1ccc(-c2cc(-c3nnc4n3CCCCC4)c3ccccc3n2)cc1	?	0%	2%
COc1cccc(C(c2sc3nc(-c4ccco4)nn3c2O)N2CCCC2)c1 (configuration not stated)	-19%	-3%	.
C#CCNC(=O)C1=C[C@H](c2coc3ccccc3c2=O)[C@@H](CCCO)[C@H](OCC)O1	-19%	6%	-5%
COc1ccc(Cc2nn3c(-c4ccccc4OC)nnc3s2)cc1	?	7%	9%
COc1ccc2nc(N(Cc3cccnc3)C(=O)c3ccc4c(c3)OCCO4)sc2c1	?	3%	.
CCCc1cc(=O)oc2c(C)c(OCC(=O)c3ccc(N4CCCC4)cc3)ccc12	18µM*	1%	7%
COc1ccccc1C(=O)Nc1ccc(C(=O)/C=C/c2cccs2)cc1	18µM*	5%	11%
Cc1cccc(C)c1N1CCN(C(=O)N2CCCCC2)CC1	4%	6%	-5%
Cc1nnc(NC(=O)c2cc(-c3ccco3)nc3ccccc23)s1	.	-9%	-5%
CSc1nc(C)cc(-n2ccc(=O)[nH]c2=O)n1	-2%	3%	5%
COc1ccc(-c2nc(CS(=O)(=O)CC(=O)NC3CCCCCC3)c(C)o2)cc1	-12%	1%	?
COC(=O)c1noc(C)c1-c1ccnn1C(=O)c1ccc(Cl)cc1	3%	0%	3%
CC(C)CNC(=O)c1coc(=O)c(Br)c1	0.82µM*	0%	9%
O=C(c1ccccc1)N1CCN(S(=O)(=O)c2ccccc2)CC1	0%&-17%	0%&-3%	-9%
COc1ccc(C(=S)Nc2ccc(C)cc2)cc1	-4%	0%	3%
Cc1ccc(S(=O)(=O)N2CCCCC2CCNC(=O)C(=O)NC2CCCC2)cc1 (configuration not stated)	21µM*	9%	-6%
O=C(Nc1ccc(F)cc1)NC1CCCCC1	-6%	-7%	0%
O=S(=O)(c1ccccc1)N1CCC2(CCCN(Cc3cc(C(F)(F)F)cc(C(F)(F)F)c3)C2)CC1	?	.	3%
COc1cc(C2c3sc(=O)[nH]c3SC3C(=O)N(c4ccc(Br)cc4)C(=O)C32)ccc1O (configuration not stated)	-9%	8%	-14%
CC(=O)Nc1ccc(NC(=O)c2c(-c3ccccc3Cl)noc2C)c(C)c1	-2%	3%	-3%
Cc1cc2oc(=O)cc(CN3CCN(Cc4ccc5c(c4)OCO5)CC3)c2cc1C	?	3%	-7%
CCOc1ccc(C(=O)NC(C(=O)NCC2CCCO2)C(C)C)cc1 (configuration not stated)	-14%	4%	3%
Cc1c(-c2ccccc2)oc2nc3c(c(=O)n(C)c(=O)n3C)n12	.	-3%	10%
CC(C(=O)Nc1cccc([N+](=O)[O-])c1)N1CCN(C/C=C/c2ccccc2)CC1 (configuration not stated)	?	-3%	9%
CCC1CN(C(=O)N2CCC(C(=O)NCc3cccc(F)c3)CC2)c2ccccc2O1 (configuration not stated)	?	2%	-4%
CCOc1ccc(CCNC(=O)CCCc2nnc3n(CC(C)C)c(=O)c4sccc4n23)cc1	18µM*	8%	.

Rewritten with two lines to a compound: 3 of the compounds above
Results follow in this order: TDP1 cell noCPT | TDP1 inh | N370S GC
CC(C)NCC(O)COc1ccc(CCOCC2CC2)cc1 (configuration not stated)
  -25%&-21% | 5% | 8%&-4%&3%&-20%&-9%
COc1ccc(-c2nnc(Nc3nc4c(OC)cccc4s3)o2)cc1
  18µM* | -8% | 23%
COc1ccc(-c2nc(CS(=O)(=O)CC(=O)NC3CCCCCC3)c(C)o2)cc1
  -12% | 1% | ?

Later entries.
structure	TDP1 cell noCPT	TDP1 inh	N370S GC
CN(C)C(CNS(=O)(=O)c1ccc(Cl)cc1)c1cccnc1 (configuration not stated)	-1%	2%	12%
Cc1ccsc1C(=O)NNC(=O)C1CCCCC1C(=O)O (configuration not stated)	4%	8%	5%
O=[N+]([O-])c1ccccc1/C=C/CN1CCN(Cc2ccc3c(c2)OCO3)CC1	9%	.	-21%
O=C(c1ccc(Br)o1)N1CCN(c2ccc3nnc(-c4ccccc4)n3n2)CC1	15µM*	8%	0%
CC1(C)Oc2ccc3ccc(=O)oc3c2/C(=C/Nc2cccc(O)c2)C1=O	21µM*	9%	-4%
CC(=O)Nc1ccc(S(=O)(=O)NCc2ccc(C(=O)NC(C)c3ccccc3)cc2)cc1 (configuration not stated)	-1%	2%	-2%
O=C(O)CCC(=O)NNC(=O)c1cccc(Br)c1	-6%	-3%	-3%
COc1ccc(CC(=O)OCC(=O)NC2CC2)cc1	4%	2%	.
COC(=O)c1cc2sc(Cl)cc2n1Cc1nc(-c2ccc(OC)cc2)oc1C	-4%	-1%	.
COc1ccc(Cl)cc1-c1n[nH]c(=S)o1	-24%	11%	-14%
Cc1nn(-c2ccccc2)c(Cl)c1CN(C(=O)CCl)c1cccc2ccccc12	6.5µM*	5%	-5%
Cc1cc(C)nc(NC(N)=NC(C)c2ccccc2)n1 (configuration not stated)	16µM*	-2%	-5%
COCCNC(=O)C(=O)N/N=C(\C)CC(=O)Nc1cccnc1	-5%	7%	2%
CCOc1ccc(NC(=O)Cn2nnc(-c3ccccc3NC(=O)CC)n2)cc1	16µM*	-2%	0%
Cc1ccc(NC(=O)c2ccc(OCc3c(C)noc3C)cc2)c(C)c1	-19%	0%	.
COc1ccc(-n2ncc3c(SCC(=O)N4CCN(c5ccccc5OC)CC4)ncnc32)cc1	21µM*	1%	1%
CCN(CC)CCCNC(CC(=O)Nc1cccc([N+](=O)[O-])c1)C(=O)O (configuration not stated)	-5%	5%	1%
Cc1cc(C(=O)N2CCCC(CCC(=O)N3CCN(c4ccccn4)CC3)C2)c(C)o1 (configuration not stated)	?	3%	3%
CNCC(=O)Nc1ccc(Cl)c(C(F)(F)F)c1	?	6%	3%
O=C(c1ccc(CN2CCc3ccccc3C2)cc1)N1CCc2ccccc2C1	?	1%	4%
CCOCc1c(C(=O)N2CCN(CCOc3ccc(Cl)cc3)CC2)oc2ccccc12	15µM*	-1%	-12%
O=C(CN1C(=O)NC2(CCCC2)C1=O)N1CCN(C(=O)c2ccco2)CC1	-3%	6%	-3%
CCOC(=O)C(C)NC(=O)c1cc2c(=O)[nH]c3ccc(C)cc3c2s1 (configuration not stated)	?	4%	.
Cc1cc(C(=O)NC(C)CCc2ccccc2)ccc1[N+](=O)[O-] (configuration not stated)	-24%	.	-15%
COc1ccccc1CCC(=O)N(CCC1=CCCCC1)c1c(N)n(Cc2ccccc2)c(=O)[nH]c1=O	?	1%[0.505 µM]	-2%
CCCN1C(=O)c2oc3cc(C)cc(C)c3c(=O)c2C1c1ccc(F)cc1 (configuration not stated)	-4%	0%	.
COc1ccccc1N1CCN(CCN2C(=O)C3CCCN3C2=O)CC1 (configuration not stated)	-18%	.	-5%
Cc1cc(NS(=O)(=O)c2ccc(NC(=O)c3c(F)c(F)c(F)c(F)c3F)cc2)nc(C)n1	-10%	5%	-4%
Cc1nc2ccc(S(=O)(=O)NC(CC(C)C)C(=O)N3CCN(c4ccc(F)cc4)CC3)cc2s1 (configuration not stated)	?	3%	.
COc1ccc(CCN(C)C(=O)C2CC(=O)N(Cc3ccc(C)cc3)C2)cc1OC (configuration not stated)	0%	3%	.
COc1ccc(CC(=O)OCc2nnc(-c3ccccc3)o2)cc1	-2%	-5%	-4%
Cc1ccc2c(c1)N(CCC(=O)NCCCN1CCCC1)C(=O)CO2	-8%	-10%	0%
CCOc1cc(C)c(S(=O)(=O)NC2CC(C)(C)NC(C)(C)C2)cc1C	-29%	5%	2%
Clc1ccccc1-c1nnc(-c2cccs2)o1	-22%	1%	4%
COc1ccc(NC(=O)CN2C(=O)COc3ccc(C)cc32)c(OC)c1	-13%	.	-2%
COc1ccc(C(=O)C(CCCCC(CN(C)C)C(=O)c2ccc(OC)cc2)CN(C)C)cc1 (configuration not stated)	5.8µM*	2%	-10%[12.8 µM]
CCCS(=O)(=O)N1CCN(C(=O)COc2ccccc2)CC1	-9%	1%	6%
CCOc1ccc(N(C(=O)OC(C)(C)C)C(=O)c2ccc(O[Si](C)(C)C(C)(C)C)cc2)c(I)c1	.	9%	-6%

Not all compounds are listed; count on the stated rates, not on these rows.
